SRC1 inh: human NCOA1 inhibition. HEK293 GAL4-SRC1 luciferase reporter, luminescence. actives 0.12% (n = 360,000). Q15788. inhibition, % at 3.6 µM;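 active = inhibition above the campaign mean plus 3 SD, with each screening campaign given its own cutoff, cut at about 60% in these data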;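 note: 0% = DMSO treated cells and 100% = gossypol at 36 µM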
TROY signal inh: inhibitors of TROY-dependent NF-kB signaling; Q293 LMP1-TROYcd NF-kB luciferase reporter, 4 h; inhibition, % at 10 µM; actives 0.98% (n = 360,000); AID 1347056;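 active = compounds whose plate-normalised and pattern-corrected inhibition of the luciferase reporter signal at the single screening dose is 50% or more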
NCOA3 inh: inhibits human SRC3 coactivator. Q9Y6Q9. HEK293 GAL4-SRC3 luciferase reporter, luminescence. inhibition, % at 3.6 µM. actives 0.17% (n = 360,000);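 active = inhibition above a per-campaign cutoff, the mean of all compounds plus 3 SD, cut at about 60% in these data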;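 note: 0% = DMSO-treated cells and 100% = gossypol-treated cells at 36 µM; higher means less SRC3-driven luciferase light from the GAL4 reporter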
ABHD5 PLIN5 PPI: inhibitors of human ABHD5-perilipin-5 interaction | inhibition, % at 4 µM | Q00G26+Q8WTS1 | AID 602281 | Split G. princeps luciferase complementation, luminescence, 4 h | actives 0.78% (n = 360,000);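 active = inhibition above the mean inhibition across every tested compound plus 3 SD, cut at about 22% in these data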;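 note: 0% = DMSO only wells and the 100% control is not disclosed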
Granule exo inh: blocks lytic granule exocytosis | TALL-104 LAMP-1 surface exposure, flow cytometry; cells stimulated with thapsigargin and PMA | inhibition, % at 10 µM | actives 0.66% (n = 360,000);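 active = inhibition above about 55%, limit read from the data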
NR2F2 inh: blocks human COUP-TFII nuclear receptor. actives 0.7% (n = 370,000). P24468. AID 686940. inhibition, % at 8.6 µM. HEK293T NGFI-A luciferase reporter, luminescence;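 active = inhibition above a per-plate cutoff, mean inhibition of test wells between control levels plus 3 SD, cut at about 38% in these data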;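 note: cells cotransfected with COUP-TFII expression vector driving the NGFI-A reporter; 0% = median of COUP-TF2 test wells and 100% = reporter-only cells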
Target sequence (P24468 whole entry, looked up): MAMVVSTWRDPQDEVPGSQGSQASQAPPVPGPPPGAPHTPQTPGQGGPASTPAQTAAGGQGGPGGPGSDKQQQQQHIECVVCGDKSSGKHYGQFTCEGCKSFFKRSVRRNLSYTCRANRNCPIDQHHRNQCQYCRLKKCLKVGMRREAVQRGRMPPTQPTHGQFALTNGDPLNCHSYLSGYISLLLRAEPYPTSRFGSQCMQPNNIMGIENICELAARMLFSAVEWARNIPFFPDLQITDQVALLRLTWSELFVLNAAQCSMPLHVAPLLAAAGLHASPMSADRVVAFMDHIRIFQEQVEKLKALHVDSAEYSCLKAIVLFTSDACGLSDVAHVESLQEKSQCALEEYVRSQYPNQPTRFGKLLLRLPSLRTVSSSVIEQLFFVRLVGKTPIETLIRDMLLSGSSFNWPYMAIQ
NCOA2 inhibitor: human SRC2 (NCOA2) inhibition. inhibition, % at 9 µM. actives 0.17% (n = 370,000). HEK293 GAL4-SRC2 luciferase reporter, luminescence. Q15596;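 active = inhibition above the mean inhibition of all tested compounds plus 3 SD, set per campaign, cut at about 52% in these data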;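 note: 0% = DMSO treated cells and 100% = cells given Gossypol at 36 µM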
NR5A2 inv ag: suppresses constitutive activity of human LRH-1 | actives 0.13% (n = 360,000) | O00482 | inhibition, % at 3.6 µM | AID 602396 | HEK293T StAR-luciferase reporter, LRH-1 transfected, 24 h;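 active = inhibition above the mean inhibition of all tested compounds plus 3 SD, cut at about 73% in these data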;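 note: 0% = DMSO wells and 100% = reporter-only cells lacking LRH-1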
Target sequence (O00482 whole entry, looked up): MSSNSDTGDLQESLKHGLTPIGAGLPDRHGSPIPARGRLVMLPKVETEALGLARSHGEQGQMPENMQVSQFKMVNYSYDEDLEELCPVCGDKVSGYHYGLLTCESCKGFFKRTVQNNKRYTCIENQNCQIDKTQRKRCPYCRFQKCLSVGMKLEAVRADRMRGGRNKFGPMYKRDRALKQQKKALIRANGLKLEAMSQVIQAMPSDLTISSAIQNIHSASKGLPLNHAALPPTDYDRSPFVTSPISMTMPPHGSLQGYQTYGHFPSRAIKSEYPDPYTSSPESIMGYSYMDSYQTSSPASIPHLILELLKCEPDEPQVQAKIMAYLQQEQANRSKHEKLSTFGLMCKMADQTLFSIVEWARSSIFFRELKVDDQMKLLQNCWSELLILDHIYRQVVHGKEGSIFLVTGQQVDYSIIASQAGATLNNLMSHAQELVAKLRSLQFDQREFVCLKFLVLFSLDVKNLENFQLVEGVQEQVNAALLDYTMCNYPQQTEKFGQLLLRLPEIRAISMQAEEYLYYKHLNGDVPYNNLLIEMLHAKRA
TWEAK-Fn14 inh: TWEAK-Fn14 signaling inhibition; TWEAK-stimulated Fn14 reporter cells, luciferase luminescence, 8 h; inhibition, % at 10 µM; actives 2% (n = 360,000); AID 1159606; in the data active = inhibition above about 50%
NOD2-RIPK2 inh: blocks binding of human NOD2 to RIPK2. O43353. CHO BLA complementation NOD2-RIPK2, CCF4 ratio. inhibition, % at 4.98 µM. actives 0.38% (n = 360,000). AID 624267; in the data active = inhibition above about 21%;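 note: 0% = vehicle only and 100% = reference blocker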
TLR9-MyD88 inh: inhibitors of human TLR9-MyD88 binding; actives 0.21% (n = 340,000); CHO BLA complementation TLR9-MyD88, CCF4 FRET ratio; inhibition, % at 4.98 µM;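 active = inhibition above the mean over all tested compounds plus 3 SD, cut at about 21% in these data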;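 note: 0% = DMSO only wells and 100% = clavulanate BLA inhibitor control wells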
An asterisk follows results filed as active; nt = no result given. The list is partial; the hit share may differ from the screen's.

1: CCOC(=O)C1=C(c2ccccc2)NC(SC)=C(C#N)C1c1cccnc1 (stereo unspecified)
2: O=C(Nc1ccc(S(=O)(=O)N2CCOCC2)cc1)c1cc(S(=O)(=O)N2CCOCC2)ccc1Cl
3: CCOC(=O)N(C)C[C@H]1OCc2cnnn2CCCC(=O)N([C@H](C)CO)C[C@H]1C
4: COc1ccccc1CNC(=O)C1CC(c2ccc([N+](=O)[O-])cc2)=NO1 (stereo unspecified)
5: O=C(CN(CC1CCCO1)C(=O)CNS(=O)(=O)c1ccc(F)cc1)NCc1ccc(F)cc1 (stereo unspecified)
6: C[C@H]1CN(S(=O)C(C)(C)C)[C@H](CCO)/C1=C\c1ccccc1 (stereo partly specified)
assay / entry	1	2	3	4	5	6
NCOA3 inh	0	-7	-2	-28	-1	-50
SRC1 inh	-3	4	2	0	3	1
NR5A2 inv ag	37	11	-19	-28	15	4
TLR9-MyD88 inh	-5	4	4	-5	-1	5
NR2F2 inh	-5	7	0	3	6	15
NCOA2 inhibitor	-10	15	7	-32	-10	-18
ABHD5 PLIN5 PPI	4	-2	0	2	-1	-4
Granule exo inh	-2	-5	2	-3	-8	0
TWEAK-Fn14 inh	-12	12	3	-19	15	-1
NOD2-RIPK2 inh	-8	-6	2	-3	-1	-7
TROY signal inh	6	4	7	-27	14	-4

7: COc1ccc(Cn2nnnc2C(c2cc(OC)ccc2OC)N2CCC(C(N)=O)CC2)cc1 (stereo unspecified)
8: Oc1ccc(O)c(C=NNC(=S)NC2CC3CC2C2C=CCC32)c1 (stereo unspecified)
9: O=C1c2ccccc2C(=O)N1CCSc1n[nH]c(=S)s1
10: COCCOC(=O)c1cc(C(=O)c2cc(F)ccc2O)coc1=N
11: O=C(O)c1ccc(/C=C/c2nc3ccccc3c(=O)[nH]2)cc1
12: O=C(O/N=C1/CCSc2ccccc21)c1ccc(F)cc1
assay / entry	7	8	9	10	11	12
NCOA3 inh	2	-44	19	17	-27	-3
SRC1 inh	-10	-15	-1	0	7	-23
NR5A2 inv ag	4	-70	-4	14	9	-14
TLR9-MyD88 inh	-3	-13	-4	3	-7	11
NR2F2 inh	-3	-16	16	17	-7	nt
NCOA2 inhibitor	-7	-24	-1	-18	-36	nt
ABHD5 PLIN5 PPI	-3	-8	-6	-4	9	3
Granule exo inh	3	6	-8	0	-5	-4
TWEAK-Fn14 inh	-3	2	-1	-4	-22	-31
NOD2-RIPK2 inh	-8	-7	-7	3	-12	-3
TROY signal inh	-6	-35	-4	-11	30	-26

13: CC1CCN(c2nncc3ccccc23)CC1
14: COc1ccc(C(=O)COC(=O)CNC(=O)c2cccc(OC(F)F)c2)cc1
15: COc1ccccc1NS(=O)(=O)c1cc(NC(=O)c2cc3ccccc3oc2=O)ccc1C
16: Cc1ccccc1-c1nc(CS(=O)(=O)CC(=O)NCc2ccco2)c(C)o1
17: CCCC(c1nnnn1CCOC)N(Cc1cc2cc(C)c(C)cc2[nH]c1=O)CC1CCCO1 (stereo unspecified)
18: CC(=O)OC1COC(OC(C)=O)CO1 (stereo unspecified)
assay / entry	13	14	15	16	17	18
NCOA3 inh	-26	9	10	-26	0	-6
SRC1 inh	-19	3	-5	-8	8	0
NR5A2 inv ag	6	14	7	5	3	-22
TLR9-MyD88 inh	-2	8	-3	-7	-1	-9
NR2F2 inh	7	7	3	-16	-21	1
NCOA2 inhibitor	8	-13	-25	-18	-14	22
ABHD5 PLIN5 PPI	2	-3	1	-1	-7	5
Granule exo inh	0	-1	-5	7	-4	-1
TWEAK-Fn14 inh	6	-8	-20	9	30	-9
NOD2-RIPK2 inh	2	-9	-16	-5	2	3
TROY signal inh	5	-1	-26	-9	-8	2

19: Cc1csc(NC(=O)CS(=O)(=O)c2ccccc2)n1
20: O=C(NCc1cccnc1)C1CC2c3ccccc3C1c1ccccc12 (stereo unspecified)
21: CCOC(=O)c1c(NC(=O)CC2SC(N)=NC2=O)sc2c1CCC(C)C2 (stereo unspecified)
22: Cc1ccc(CSc2nc(N)cc(N)n2)cc1
23: Cc1noc(C)c1NC(=O)N(C)C[C@@H]1Oc2ccc(NC(=O)C3CCCCC3)cc2C(=O)N([C@@H](C)CO)C[C@H]1C
24: Cc1cc(C)cc(NS(=O)(=O)c2cccs2)c1
assay / entry	19	20	21	22	23	24
NCOA3 inh	-7	30	7	-25	1	-2
SRC1 inh	9	3	1	-38	-3	-6
NR5A2 inv ag	-25	-2	9	-31	6	-6
TLR9-MyD88 inh	1	-2	-8	5	2	0
NR2F2 inh	-9	-9	-8	-28	-3	-17
NCOA2 inhibitor	-9	2	-3	-17	7	0
ABHD5 PLIN5 PPI	15	0	3	-1	-12	0
Granule exo inh	0	-3	3	-2	-26	7
TWEAK-Fn14 inh	9	-20	-15	-17	-1	1
NOD2-RIPK2 inh	9	-2	-4	1	-11	-6
TROY signal inh	-27	-16	14	-42	-12	1

25: COc1ccc(CC(=O)NCCc2ccc3c(c2)OCO3)cc1OC
26: Nc1cccc2c1C(=O)N(C(=O)c1cccc(S(=O)(=O)N3CCCCCC3)c1)C2=O
27: C=CCc1cc(Cl)ccc1OCCN(C)C
28: CCCN1C2CCCC1CC(NC(=S)Nc1ccc(OC)cc1)C2 (stereo unspecified)
29: CC1=NNC(=O)C1Cc1ccc(F)cc1 (stereo unspecified)
30: CCc1nc2ccc(C(=O)N(C)CCCN(C)C)cn2c1N(C=O)CCC(C)C
assay / entry	25	26	27	28	29	30
NCOA3 inh	2	34	9	2	11	-34
SRC1 inh	-10	2	10	5	5	-6
NR5A2 inv ag	-23	12	3	11	0	-25
TLR9-MyD88 inh	11	25*	-6	-7	3	nt
NR2F2 inh	-5	19	1	5	5	-3
NCOA2 inhibitor	-13	-19	-9	18	6	-22
ABHD5 PLIN5 PPI	-2	-3	10	-4	2	-4
Granule exo inh	-1	-1	-1	-3	4	-3
TWEAK-Fn14 inh	6	-5	14	2	-11	17
NOD2-RIPK2 inh	11	28*	-14	-7	3	-1
TROY signal inh	-3	2	-5	-3	5	-4

Entries of single compounds from above. Values in the order: NCOA3 inh | SRC1 inh | NR5A2 inv ag | TLR9-MyD88 inh | NR2F2 inh | NCOA2 inhibitor | ABHD5 PLIN5 PPI | Granule exo inh | TWEAK-Fn14 inh | NOD2-RIPK2 inh | TROY signal inh
Nc1cccc2c1C(=O)N(C(=O)c1cccc(S(=O)(=O)N3CCCCCC3)c1)C2=O is entered as 34 | 2 | 12 | 25* | 19 | -19 | -3 | -1 | -5 | 28* | 2
CCc1nc2ccc(C(=O)N(C)CCCN(C)C)cn2c1N(C=O)CCC(C)C is entered as -34 | -6 | -25 | nt | -3 | -22 | -4 | -3 | 17 | -1 | -4
CCCN1C2CCCC1CC(NC(=S)Nc1ccc(OC)cc1)C2 (stereo unspecified) is entered as 2 | 5 | 11 | -7 | 5 | 18 | -4 | -3 | 2 | -7 | -3
C=CCc1cc(Cl)ccc1OCCN(C)C is entered as 9 | 10 | 3 | -6 | 1 | -9 | 10 | -1 | 14 | -14 | -5
COc1ccc(CC(=O)NCCc2ccc3c(c2)OCO3)cc1OC is entered as 2 | -10 | -23 | 11 | -5 | -13 | -2 | -1 | 6 | 11 | -3

Later entries.
31: CC(CC(=O)Nc1nnc(C(C)(C)C)s1)c1ccccc1 (stereo unspecified)
32: CCOC(=O)N1CCC(=NNc2nc(C)cc(=O)[nH]2)CC1
33: CN1CC=C2C(C#N)=C(N)C(C#N)(C#N)[C@H](c3ccoc3)[C@H]2C1
34: COC(=O)C[C@@H]1C=C[C@H](NS(=O)(=O)c2cccc(F)c2)[C@@H](CO)O1
35: Cc1nc2ccccc2c2c1C(=O)N(C1CCCCCCC1)C2=O
36: Cc1cccc(-c2nnc(SCCC(=O)N3CCOCC3)o2)c1
assay / entry	31	32	33	34	35	36
NCOA3 inh	5	1	1	nt	11	-16
SRC1 inh	2	-55	0	nt	0	3
NR5A2 inv ag	-4	11	24	17	2	-2
TLR9-MyD88 inh	4	-1	12	nt	3	-5
NR2F2 inh	2	-5	nt	-6	9	14
NCOA2 inhibitor	-9	7	nt	-27	-1	28
ABHD5 PLIN5 PPI	-5	-2	-6	-1	-1	2
Granule exo inh	-6	-3	-2	-3	0	0
TWEAK-Fn14 inh	-1	-18	5	nt	-12	45
NOD2-RIPK2 inh	-4	0	13	0	2	9
TROY signal inh	-25	-2	12	nt	-15	0

37: O=C(c1cccc(S(=O)(=O)N2CCN(c3ccccc3)CC2)c1)N1CCCC(C(F)(F)F)C1 (stereo unspecified)
38: CCOc1ccc(N=c2scc(-c3ccccc3)n2CCO)cc1
39: CC1(C)Cc2c(sc3c2c(=O)n(Cc2ccccc2)c2nncn32)CO1
40: O=C(Nc1ccccc1F)Nc1cccc2ccc(O)cc12
41: CCCOc1cc2c(C#N)c(N3CCCC3)nc(N)c2c(N)n1
42: Cc1cc(NC(=O)C2CCCCC2)ncc1NC(=O)c1ccccn1
assay / entry	37	38	39	40	41	42
NCOA3 inh	16	-22	12	-27	6	-24
SRC1 inh	21	-73	10	-49	2	-53
NR5A2 inv ag	-2	-53	6	2	11	-53
TLR9-MyD88 inh	0	1	12	8	-12	5
NR2F2 inh	7	-7	nt	0	12	-23
NCOA2 inhibitor	-13	0	nt	3	-29	-44
ABHD5 PLIN5 PPI	-5	-7	-6	0	-7	-5
Granule exo inh	4	-1	7	-24	-8	-1
TWEAK-Fn14 inh	27	24	-8	21	17	-7
NOD2-RIPK2 inh	5	4	3	-10	-2	-6
TROY signal inh	15	13	9	-12	6	-21

43: CC(C)c1ccc(/C=N/n2nnnc2Nc2ccccc2)cc1
44: O=C(c1cc2ccccc2s1)N1CCN(c2ccccn2)CC1
45: O=C(CSc1nnc(-c2ccncc2)o1)Nc1cc(F)ccc1F
46: Cc1cccc(C(=O)NC(=S)NC(C)c2ccccc2)c1 (stereo unspecified)
47: CN1CCN(c2ncnc3c2ncn3[C@H]2CN(Cc3ccc(-c4ccccc4)cc3)C[C@@H](CO)O2)CC1
48: Cc1cc(NC(=O)COC(=O)CCC(=O)c2ccc(F)cc2)no1
assay / entry	43	44	45	46	47	48
NCOA3 inh	11	-2	-64	-3	-20	18
SRC1 inh	-25	-3	-67	-8	-7	-3
NR5A2 inv ag	-9	2	-59	-9	15	-6
TLR9-MyD88 inh	3	-10	0	nt	nt	-4
NR2F2 inh	0	12	-45	7	15	14
NCOA2 inhibitor	-33	-32	-3	-2	14	4
ABHD5 PLIN5 PPI	-5	-6	-13	0	8	2
Granule exo inh	-1	-2	-5	-14	33	0
TWEAK-Fn14 inh	13	-13	-11	3	8	22
NOD2-RIPK2 inh	-3	-9	-9	4	8	11
TROY signal inh	22	11	-20	-17	15	-6
